SR-BI uptake up: activators of SR-BI mediated DiI-HDL uptake, primary screen, ldlA[mSR-BI] CHO cells, DiI fluorescence; 3 h; 100 = double the neutral-control signal; activation, % at 12.5 µM; 320,000 tested, 0.096% active; AID 504775, 2011;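 active means mean replicate activation of at least 60% and every replicate at or above 60%; inconclusive means mean or all-replicate condition met, but not both; inactive means mean below 60% and not all replicates reaching 60%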;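 further: 0% = median plate neutral-control signal and 100% = twice that signal; values of inactives mirror those of a sister screen read the other way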
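Test system: SR-BI-overexpressing, LDLR-lacking CHO cells; Medium: Ham's F12 with 0.5% BSA, HEPES 25 mM, pH 7.4; Schedule: 3 h, 37 °C; Technique: bottom-read fluorescence, 550/595 nm.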
Wnt act: Wnt/beta-catenin pathway activators, primary screen, cell-based, plate reader, single point; Wnt/beta-catenin reporter cell assay, activator; activation, % at 9.35 µM; 300,000 tested, 1.2% active; in the data active means activation above about 30%, passing the limit was not always enough; inconclusive means no clear call, values can overlap the other calls;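 further: 0% = neutral control wells and 100% = positive control wells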
Rtt109 HAT inh: inhibitors of C. albicans Rtt109/Vps75 HAT, primary screen, biochemical, ThioGlo CoA-SH fluorescence, plate reader; Histone acetyltransferase RTT109 (Candida albicans (strain SC5314 / ATCC MYA-2876)), …; purified Rtt109/Vps75, 4 h; inhibition, % at 34.9 µM; 330,000 tested, 0.16% active; AID 540336, 2011;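 active means inhibition of at least 50% in every replicate; inconclusive means best replicate reaches 50% inhibition but some replicates fall short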
MITF act: activators of MITF-driven TRPM1 promoter reporter, primary screen, cell-based, SK-MEL-5, luciferase, single point; SK-MEL-5 TRPM1-promoter luciferase, 24 h; % of positive control, neutral wells = 0; 300,000 tested, 0.75% active; activation, % at 12.5 µM; AID 588334, 2011;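 active means mean activation of at least 80% with every replicate also reaching 80%; inconclusive means mean reaches 80% but some replicate falls short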;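 further: 0% = neutral control wells and 100% = parthenolide positive control wells; values of inactives mirror those of a sister screen read the other way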
dFosB activator: activators of delta FosB homodimer, primary screen, biochemical, fluorescence polarization, TAMRA-CDK5 oligo, single point. Protein FosB (Mus musculus), P13346. purified delta FosB; percent of positive-control signal above neutral wells. 340,000 tested, 0.99% active. activation, % at 25 µM;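 active means mean activation above about 17%, with every replicate also reaching it, limit read from the data, passing the limit was not always enough; inconclusive means only one of the two conditions met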;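 further: fluorescence polarization rise as delta FosB binds a TAMRA Cdk5 AP-1 oligo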
SR-BI HDL uptake: inhibitors of SR-BI mediated HDL lipid uptake, primary screen, ldlA[mSR-BI] cells, fluorescence, single point. ldlA[mSR-BI] CHO cells, DiI-HDL uptake fluorescence, 3 h. AID 488896, 2010. 320,000 tested, 0.96% active. inhibition, % at 12.5 µM;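 active means mean replicate inhibition of at least 70% and a set share of replicates each scoring 70 or more; inconclusive means meets just one of the two criteria; inactive means fails both criteria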;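 further: 0% = median of neutral control wells and 100% = median of positive control wells; values of inactives mirror those of a sister screen read the other way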
Target sequence (Q61009 whole entry, looked up): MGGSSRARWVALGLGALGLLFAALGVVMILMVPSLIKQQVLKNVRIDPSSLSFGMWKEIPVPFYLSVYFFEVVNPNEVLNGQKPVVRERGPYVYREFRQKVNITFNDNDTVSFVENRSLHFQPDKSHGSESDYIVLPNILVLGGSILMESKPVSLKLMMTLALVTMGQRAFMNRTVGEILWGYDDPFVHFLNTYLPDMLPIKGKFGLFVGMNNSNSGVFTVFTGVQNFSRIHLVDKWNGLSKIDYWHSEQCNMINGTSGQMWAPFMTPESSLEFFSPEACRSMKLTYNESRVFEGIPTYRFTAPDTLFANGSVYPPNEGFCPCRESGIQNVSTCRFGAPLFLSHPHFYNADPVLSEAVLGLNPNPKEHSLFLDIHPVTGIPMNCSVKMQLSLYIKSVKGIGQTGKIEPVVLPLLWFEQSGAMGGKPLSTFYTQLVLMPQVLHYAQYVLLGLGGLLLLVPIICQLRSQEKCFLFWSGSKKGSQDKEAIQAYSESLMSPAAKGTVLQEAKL
PvdQ inh: P. aeruginosa PvdQ acylase inhibitors, primary screen, biochemical, fluorescence, plate reader and imaging, single point. PvdQ acylase [Pseudomonas aeruginosa LESB58]. purified PvdQ acylase. inhibition, % at 10 µM. 340,000 tested, 0.063% active. AID 488965, 2010; in the data active means inhibition above about 30%, passing the limit was not always enough; inconclusive means no clear call, values can overlap the other calls;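 further: 0% = vehicle neutral wells and 100% = reference inhibitor wells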
CDK5 p35 inh: inhibitors of human CDK5/p35 kinase, primary screen, biochemical, single concentration | Cyclin-dependent kinase 5 (Homo sapiens) + Cyclin-dependent kinase 5 activator 1 (Homo … | Recombinant CDK5/p35, ADP-Glo luminescence, 60 min | inhibition, % at 10 µM | 330,000 tested, 0.01% active | AID 488839, 2010;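 active means highest replicate inhibition of at least 50% and at least 75% of replicates reaching 50%; inconclusive means only one of the two criteria met; inactive means both criteria failed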;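 further: plate controls were DMSO neutral control for no effect and GW8510 at 10 µM for full effect; many of its hits are not listed in these tables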
RTF Ca sens act: cardiac RTF calcium sensitivity activators, primary screen, biochemical, IANBD-TnC fluorescence, EC20 calcium; Troponin I, cardiac muscle (Homo sapiens) + Troponin T, cardiac muscle (Homo sapiens) + …; IANBD-labeled TnC RTF fluorescence at EC20 calcium; 0% EC20 calcium, 100% full calcium; activation, % at 7.2 µM; 340,000 tested, 0.24% active; AID 493008, 2010;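 active means activation above the mean over all tested compounds plus 3 SD, cut at about 30% in these data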;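 further: rise in fluorescence read as greater calcium sensitivity of cardiac thin filaments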
HTR5A ag ctr: HTR5A agonists in luminescence cell assay, primary screen, counter-screen for OPRM1-OPRD1 heterodimer agonist project, full-deck HTS. AID 504692, 2011. 5-hydroxytryptamine receptor 5A (Homo sapiens), P47898. cell-based. 340,000 tested, 0.61% active. activation, % at 9.3 µM; in the data active means activation mostly above about 9.5%, no sharp cut-off; inactive means mostly below about 7.6%;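 further: 0% = cells with vehicle only and 100% = reference agonist; strong numbers were not always called active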
Target sequence (P47898 whole entry, looked up): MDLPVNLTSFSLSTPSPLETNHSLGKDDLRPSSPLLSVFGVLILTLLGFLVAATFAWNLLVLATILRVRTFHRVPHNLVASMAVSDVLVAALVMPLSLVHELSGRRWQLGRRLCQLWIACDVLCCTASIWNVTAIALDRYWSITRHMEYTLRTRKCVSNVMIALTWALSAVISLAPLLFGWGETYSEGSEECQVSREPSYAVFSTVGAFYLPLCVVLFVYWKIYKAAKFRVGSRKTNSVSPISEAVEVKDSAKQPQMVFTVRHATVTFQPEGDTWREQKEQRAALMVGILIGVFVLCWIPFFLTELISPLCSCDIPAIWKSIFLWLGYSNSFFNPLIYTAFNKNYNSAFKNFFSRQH
* marks the source's active call; other numbers are inactive results; u = inconclusive; x = no result given.

SMILES	SR-BI uptake up	Wnt act	Rtt109 HAT inh	MITF act	dFosB activator	SR-BI HDL uptake	PvdQ inh	CDK5 p35 inh	RTF Ca sens act	HTR5A ag ctr
CC(=O)Nc1ccc(NC(=O)CSc2nnc(NC(=O)C3CC(=O)N(c4ccccc4)C3)s2)cc1 (stereo not given)	21	0	-4	3	-10	-21	-11	-0.2	5	-2
Cc1ccc(S(=O)(=O)Nc2ccc(F)cc2)cc1C(=O)N1CCOCC1	6	1	5	-12	5	-6	-1	-0.6	-3	-2
CN(CC(=O)NCCc1ccc(S(N)(=O)=O)cc1)CC(=O)Nc1ccc(Cl)c(C(F)(F)F)c1	5	-5	3	-11	-2	-5	11	1.6	2	2
Cn1c(SCc2ccccc2)nnc1-c1cnccn1	6	x	12	45	2	-6	0	-1.8	-1	4
CC(C)N(Cc1nc(-c2ccccc2)no1)C(=O)C1CCCCC1	0	-3	-3	-7	-14	0	-11	-0.5	-10	0
O=C(NCCCn1ccnc1)C1CCCN(S(=O)(=O)c2ccc(F)cc2)C1 (stereo not given)	8	0	-2	-6	-8	-8	-6	0.2	-4	1
CCOC(=O)N1CCN(/C=C(\C#N)c2nc3ccccc3s2)CC1	-24	x	15	x	-4	24	2	-0.4	1	0
CCOc1ccc(CC(=O)NCC(=O)NCc2cc(=O)n(C)c(=O)n2C)cc1	7	3	6	-4	-6	-7	-10	x	0	-2
Cc1nc2ccccc2n1CCOc1ccc([N+](=O)[O-])cc1	-2	-1	4	-7	-1	2	-16	0.7	5	-1
Cc1ccc(C(=O)COC(=O)CN2C(=O)C3C4CC(C(Br)C4Br)C3C2=O)cc1 (stereo not given)	-1	1	5	-3	13	1	-5	-1.6	-4	7
CCOC(=O)[C@H]1[C@H]2COc3ccc(Cl)cc3[C@@H]2N2C(=O)c3cc(Cl)ccc3NC(=O)[C@@]12C	-9	-3	0	-3	-8	9	8	2.8	-17	10
CCOC(=O)NC1=NCC(C)S1 (stereo not given)	6	1	-4	-11	0	-6	-11	1.4	7	3
COc1ccc(CCNC(=O)C(=O)NCCC2CCCCN2S(=O)(=O)c2ccccc2)cc1 (stereo not given)	-31	-2	14	-9	4	31	-13	-10	2	0
COc1cccc(NC(=O)c2c(C)nn(-c3ccccc3)c2Cl)c1	-36	15	5	x	-11	36	-8	-0.7	0	-1
O=C(Nc1ccc(F)cc1)c1cc(-c2ccccc2)no1	0	35*	x	24	5	0	-14	-1.2	-7	-2
Cc1ccc(C(=O)O)cc1NS(=O)(=O)c1ccc2c(c1)oc(=O)n2C	16	2	7	3	-9	-16	-15	-0.6	3	0
Cc1ccc(-n2ncc3c(=O)n(CC(=O)N4CCN(c5ccccc5F)CC4)cnc32)cc1C	-3	x	-9	-2	5	3	-9	0.5	-1	4
CC(=O)N1CCN(CC(=O)Nc2ccccc2Sc2ccccc2)CC1	24	x	-3	-2	-2	-24	0	-1.4	6	0
Cn1c(SCC(=O)OC2CCCCC2)nnc1-c1ccc(S(=O)(=O)N2CCCC2)cc1	-11	x	-8	3	-6	11	-14	-1.1	-1	1
Cc1ccc(S(C)(=O)=NC(=O)c2cc(C)on2)cc1 (stereo not given)	4	-1	-3	x	-3	-4	-4	1.6	0	2
CCC(C(=O)NC1C(=O)N2C(C(=O)O)=C(CSc3nnc(C)s3)CSC12)c1ccccc1 (stereo not given)	74*	-1	6	0	-4	-74	-9	0.2	8	-1
Cc1ccc(C)c(OCCC(=O)OCC(=O)N2CCN(S(=O)(=O)c3ccc(Cl)cc3)CC2)c1	33	0	-1	7	-8	-33	-10	-1.1	-7	-1
CC(C)NC(=O)CSc1nc2[nH]ncc2c(=O)[nH]1	24	-3	-4	-5	-3	-24	-12	-0.5	0	-1
Cc1ccc[n+](C2C(c3ccc([N+](=O)[O-])cc3)C(C#N)=C([S-])NC2(O)C2CC2)c1 (stereo not given)	-30	3	4	0	-4	30	0	-1.8	0	7
Cc1cc(C(=O)Nn2cnc3ccccc3c2=O)ccc1[N+](=O)[O-]	8	x	-3	3	-7	-8	-11	0.0	2	2
COc1ccc(/C=N/Nc2cc(=O)n(C)c(=O)n2C)cc1OC	36	3	-4	17	0	-36	6	0.3	0	3
C=C(C)CN(CC)C(=O)CCc1nnc(CCCc2ccccc2)o1	2	13	3	55	-12	-2	-11	-5.9	2	1
OC1C=CSc2nc3ccccc3n21 (stereo not given)	-1	-1	3	0	1	1	-13	-1.9	5	-1
COc1cc(-c2c(C#N)c(N)nc3c2c(C)nn3-c2ccc(C)c(C)c2)cc(OC)c1OC	-28	x	9	x	11	28	2	0.5	-4	0
Cc1ccc2c(c1)nc(NCCO)n2C	-8	x	11	7	0	8	-10	1.0	2	4
Cc1cc(OCC(=O)OCC(=O)N2CC(C)CC(C)C2)ccc1Cl (stereo not given)	10	-3	-3	0	7	-10	-14	-1.0	0	1
COc1cc(-c2cn(S(=O)(=O)c3cccc4nsnc34)nc2N)cc(OC)c1OC	-26	x	-1	-3	1	26	2	1.2	8	-4
N#CC(C(N)=O)=C1CCCCC1	7	1	-1	x	3	-7	-1	1.4	x	x
C/C(=N\NC(=O)c1cccc(F)c1)c1cccc(NC(=O)c2ccc(F)cc2)c1	-34	-4	-5	27	1	34	-9	0.4	-3	2
CC[C@]12c3[nH]c4ccc(OC)cc4c3CCN1C(=O)C(CC(=O)NCCN1CCOCC1)C[C@@H]2C(=O)N1CCN(C(=O)c2ccco2)CC1 (stereo not given in full)	29	-8	-6	0	3	-29	-7	-0.4	-4	-1
O=[N+]([O-])c1ccc(NN=Cc2ccco2)nc1	-6	2	-5	70	-2	6	14	7.7	0	2
O=[N+]([O-])c1cccc2cn[nH]c12	8	1	-5	-7	1	-6	0	0.7	-7	-2
Cc1ccc(S(=O)(=O)N2CCOCC2)cc1C(=O)NCc1ccccc1CN1CCCC1	45	-4	-15	10	1	-45	-8	0.6	-5	-2
COc1cc(CNn2c(C)n[nH]c2=S)cc(Br)c1OCC(=O)NC(C)(C)C	-9	0	-4	x	-3	9	-12	2.8	7	-1
CC(C)Cn1cc(C(=O)NCC2CCCO2)c2c3ccccc3n(C)c2c1=O (stereo not given)	12	-5	-3	-5	-7	-12	5	-0.9	-2	4
CCCCN(C(=O)C1CCCC1)c1c(N)n(CCC)c(=O)[nH]c1=O	29	-1	-9	17	5	-29	-5	0.8	-2	4
CCOC(=O)N1CCN(C(=O)Cn2ncc3ccccc32)CC1	-2	-4	-3	-7	-6	2	-8	-0.2	-7	8
Cc1[nH]c(C(=O)O)c(C#N)c1C(=O)c1ccccc1	14	12	10	-10	1	-14	5	-0.2	-6	-1
CNC(=O)c1sccc1SCc1ccc(Cl)cc1Cl	-4	x	-2	13	-6	4	2	-4.6	1	-3
O=c1[nH]c2cnccc2n1-c1ccccc1	15	x	1	-3	-2	-15	0	-0.1	-5	0
O=C(NCc1ccccc1)C(c1ccc(O)cc1)N(C(=O)c1cnccn1)c1ccccc1 (stereo not given)	x	2	0	2	0	x	-5	0.8	-6	1
COc1ccc(-c2cc(C(F)(F)F)nc(N3CCN(C)CC3)n2)cc1OC	-36	x	4	0	6	36	7	0.5	-5	-7
CCCNC(=O)c1ccc(CN2CCOCC2)cc1	9	3	3	2	4	-9	-15	0.9	-5	5
CCc1nnc(NC(=O)C2CCC2)s1	24	-7	13	1	-6	-24	13	-0.6	0	9
Cn1ncc(Br)c1C(=O)NC1CCCC1	x	2	-19	11	2	-206	-13	-3.2	-2	-6
Continuation.
SMILES	SR-BI uptake up	Wnt act	Rtt109 HAT inh	MITF act	dFosB activator	SR-BI HDL uptake	PvdQ inh	CDK5 p35 inh	RTF Ca sens act	HTR5A ag ctr
COc1ccc(-c2c(NC(=O)CC(C)C)n(C)c3ccccc3c2=O)cc1OC	1	0	-6	-1	9	-1	0	1.2	1	1
N=c1c(C(=O)NCCc2ccccc2)cc2c(=O)n3ccccc3nc2n1CCCN1CCOCC1	-3	-3	-196	7	-4	3	-27	-1.9	13	-6
Cc1ccc(NC(=O)CCC(=O)OCC(=O)c2ccc(Oc3ccc([N+](=O)[O-])cc3)cc2)c(C)c1	-33	x	-8	0	-7	33	9	-1.2	0	4
NS(=O)(=O)c1ccc(CCNC2CC(=O)N(CCc3ccccc3)C2=O)cc1 (stereo not given)	20	-1	3	-4	1	-20	-12	-1.1	-5	3
Cc1ccc(-c2nc(-c3cccnc3)sc2CC(=O)Nc2ccc3nc(C)sc3c2)cc1	-8	-8	2	-4	-8	8	-9	0.9	8	1
COc1cc(NS(=O)(=O)c2ccc(N/C=C(\C#N)c3nc4ccccc4o3)cc2)nc(OC)n1	x	x	u	-28	-7	9	-11	-2.6	0	-4
COc1ccc(C(=O)CSc2nnc(-c3ccoc3C)n2CC2CCCO2)cc1 (stereo not given)	-24	-1	-22	-9	-11	24	-18	-0.4	5	0
COc1ccc(NC(=O)C2CCCN(S(=O)(=O)c3ccc4c(c3)CC(C)N4C(C)=O)C2)cc1 (stereo not given)	-3	-2	27	5	-5	3	-2	-5.6	-3	1
CCOC(=O)c1c(NC(=O)C2C3C=CC(C3)C2C(=O)O)sc2c1CCC(CC)C2 (stereo not given)	47	-3	-6	1	-1	-47	11	-0.7	-3	-1
Cc1cc(C)cc(OCC(O)CN2C(=O)NC(C)(C)C2=O)c1 (stereo not given)	x	-2	2	1	-3	x	-16	0.6	-2	1
Cc1ccc(S(=O)(=O)c2c(C)nn(C(C)(C)C)c2OC(=O)C(C)(C)C)cc1	-7	-3	-5	15	-4	7	-5	-0.1	1	2
Cc1csc2nc(O)c(C(=O)NCCC3=CCCCC3)c(=O)n12	40	0	3	2	-8	-40	-19	0.8	2	0
CC1(c2ccccc2Cl)NC(=O)N(CC(=O)N2CCN(S(=O)(=O)c3ccccc3)CC2)C1=O (stereo not given)	28	-5	-4	0	-4	-28	-11	0.5	-5	2
